High-throughput results: PubChem BioAssay, National Center for Advancing Translational Sciences (NCATS)
Pol iota inh: DNA polymerase iota (human) inhibition. Potency, µM (highest dose often 115 µM), without a hit: top-dose activity, negative = inhibition, hits mostly inhibitors. AID 588590. Q9UNA4. Pol iota fluorescent replication assay, 10 min. 390,000 tested, 1% active; note: potency is the fitted concentration of half-maximal effect
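Pol iota at 10 nM preincubated 15 min with compounds at room temperature; reaction started with fluorescent substrate, 50 nM final. Fluorescence read kinetically at 0 and 10 min; buffer-only wells as negative control.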
APEX1 inh: APE1 (human) endonuclease inhibition. P27695. recombinant APE1, TAMRA/BHQ-2 abasic DNA cleavage fluorescence. Potency, µM (top dose mostly 65.8 µM), for the others: at the highest dose activity change, negative = inhibition, hits mostly inhibitors. 350,000 tested, 0.35% active. AID 2517;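 note: potency is the fitted concentration of half-maximal effect; plate controls were vehicle for no effect and reference inhibitor for full effect; nearly all actives have a fitted effect of over 55% in size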
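Endonuclease cleavage of a quenched abasic-site DNA duplex (50 nM) by APE1 (0.75 nM) was tracked by TAMRA dequenching. Compounds were preincubated with enzyme 15 min at room temperature; data normalized to buffer-only and DMSO wells plus NSC13755 control.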
Pol beta inh: blocks human DNA polymerase beta activity; Potency, µM (doses to about 114 µM), inactives show at the highest dose activity change, negative = inhibition, most hits filed as inhibitors; 340,000 tested, 1.3% active; Pol beta primer extension/strand displacement, fluorescence kinetic; P06746; note: potency is the fitted concentration of half-maximal effect; % is set by controls: 0 for no effect and ±100 for the full control effect
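Pol beta (10 nM) was preincubated with compound for 15 min at room temperature. The reaction was then started with 50 nM substrate and read immediately and after a further 10 min at room temperature.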
Pol kappa inh: DNA polymerase kappa (human) inhibition. Q9UBT6. purified Pol kappa, fluorescent DNA synthesis assay, 10 min. 400,000 tested, 0.53% active. Potency, µM (titrated, usually from 107 µM), without a hit: top-dose activity, negative = inhibition, actives largely listed as inhibitors; note: potency is the fitted concentration of half-maximal effect; % is set by controls: 0 for no effect and ±100 for the full control effect
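Kinetic fluorescence screen: compound preincubated 15 min RT with 10 nM enzyme; 50 nM substrate (final) initiates; reads at 0/10 min.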
BLM inh: blocks DNA unwinding by human BLM helicase; recombinant BLM DNA unwinding, fluorescence dequenching; Potency, µM (series often up to 56.1 µM), inactives show at the top dose activity change, negative = inhibition, most hits filed as inhibitors; 350,000 tested, 0.2% active;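 note: potency is the fitted concentration of half-maximal effect; plate controls were vehicle for no effect and no enzyme for full effect; nearly all actives have a fitted effect of over 35% in size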
TRHR ag: activates the human TRH receptor; P34981; AID 493084; activation, % at 2 µM; 360,000 tested, 0.18% active; TRHR cells, calcium flux fluo-8, FDSS agonist mode; in the data active = activation above about 30%; note: 0% is about no effect
Target sequence (P34981 whole entry, looked up): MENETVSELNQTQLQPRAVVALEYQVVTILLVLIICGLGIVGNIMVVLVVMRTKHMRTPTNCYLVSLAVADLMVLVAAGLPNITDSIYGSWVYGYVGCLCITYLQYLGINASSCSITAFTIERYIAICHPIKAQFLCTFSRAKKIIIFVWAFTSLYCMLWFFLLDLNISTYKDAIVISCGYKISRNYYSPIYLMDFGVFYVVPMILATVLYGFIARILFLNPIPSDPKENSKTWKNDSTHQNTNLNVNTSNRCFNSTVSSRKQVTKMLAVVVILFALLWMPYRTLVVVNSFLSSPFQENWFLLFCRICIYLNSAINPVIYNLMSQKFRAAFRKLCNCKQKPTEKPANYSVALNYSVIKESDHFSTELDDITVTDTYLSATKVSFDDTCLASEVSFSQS
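Fluo-8-loaded TRHR cells; 10 s baseline, compound added, kinetic Ca2+ fluorescence read 1/s, agonist mode.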
ERG Ets-DNA blk: blocks human ERG Ets domain binding to DNA. AID 624246. 370,000 tested, 0.028% active. Potency, µM (series often up to 76.9 µM), for the others: at the highest dose FP activity, negative = inhibition, most hits filed as inhibitors. P11308. fluorescence polarization, His-ERG Ets domain / labelled DNA; active = well fitted inhibition curve with a large enough effect in the polarisation, with a control signal flat; inconclusive = small, poorly fitted or top-dose-only effect, or effect the other way, or a change in a side signal; inactive = no such curve, though single readings can be large or run the other way; the % refers to the polarisation;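 note: polarization taken with two DNA probes labelled with fluorescein and Texas red; potency is the fitted concentration of half-maximal effect; % of control where 0% means no effect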
Target sequence (P11308 whole entry, looked up, the tested form may be a part): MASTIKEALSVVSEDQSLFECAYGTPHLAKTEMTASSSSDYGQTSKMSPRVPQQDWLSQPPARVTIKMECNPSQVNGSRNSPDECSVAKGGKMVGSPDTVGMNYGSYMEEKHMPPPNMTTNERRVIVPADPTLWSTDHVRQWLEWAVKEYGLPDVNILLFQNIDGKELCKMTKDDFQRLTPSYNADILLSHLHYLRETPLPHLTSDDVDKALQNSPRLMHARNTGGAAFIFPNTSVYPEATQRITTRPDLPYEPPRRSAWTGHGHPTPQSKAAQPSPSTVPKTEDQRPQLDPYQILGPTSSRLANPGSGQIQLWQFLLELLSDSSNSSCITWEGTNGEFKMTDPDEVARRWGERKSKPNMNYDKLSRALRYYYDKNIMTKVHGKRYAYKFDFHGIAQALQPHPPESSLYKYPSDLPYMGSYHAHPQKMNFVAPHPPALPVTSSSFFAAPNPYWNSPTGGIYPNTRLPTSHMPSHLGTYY
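His-tagged ERG Ets domain (1 uM in the protein solution; 300mM KCl, 50mM Tris-HCl, 1mM EDTA, 1mM DTT, pH 7.5) received compound, then a probe mix of 5 nM fluorescein-DNA and 100nM Texas-615-DNA. Fluorescence polarization was read for both dyes.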
Anesthetic bind: candidate novel general anesthetic via apoferritin binding; P02791; apoferritin/1-aminoanthracene competitive binding, fluorescence; Potency, µM (highest dose often 77.5 µM), for inactives: at the top dose activity change, negative = displacement, hits mostly inhibitors; 350,000 tested, 0.074% active; AID 485281; note: potency is the fitted concentration of half-maximal effect; % is set by controls: 0 for no effect and ±100 for the full control effect; nearly all actives have a fitted effect of over 20% in size
Target sequence (P02791 2-175 limits assumed): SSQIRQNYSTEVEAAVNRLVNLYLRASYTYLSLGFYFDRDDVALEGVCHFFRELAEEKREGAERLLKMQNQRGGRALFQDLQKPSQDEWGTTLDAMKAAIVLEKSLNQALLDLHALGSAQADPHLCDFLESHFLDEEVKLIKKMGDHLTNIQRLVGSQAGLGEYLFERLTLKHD
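Horse-spleen apoferritin (10 uM) in 50% saturated 1-aminoanthracene in PBS was incubated 10 min at room temperature with compound. Fluorescence (ex 380, em 535 nm) was normalized to free and bound 1-AMA, with concentration-response fitted by a four-parameter Hill equation.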
12-LOX inh: inhibitors of human 12S-lipoxygenase ALOX12. 580,000 tested, 1.1% active. P18054. Potency, µM (series often up to 108 µM), inactives show at the highest dose activity change, negative = inhibition, hits mostly inhibitors. purified 12hLO, xylenol orange hydroperoxide absorbance. AID 1671190; note: potency is the fitted concentration of half-maximal effect; % is set by controls: 0 for no effect and ±100 for the full control effect
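Hydroperoxide product was detected by ferrous iron/xylenol orange as the 573 to 405 nm absorbance ratio. Arachidonic acid at 40 uM (final) was turned over for 30 min at room temperature by 150 nM human 12hLO, pH 7.0 Hepes buffer, after 15 min compound preincubation.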
Numbers without * were called inactive; ? = inconclusive; . = no result given; & = joins results of further samples; [ ] = another dose, or the depositor's remark. Unless noted, calls come from the whole dose curve; as a rule, active = well fitted curve in the direction sought with a large enough effect; inconclusive = small, poorly fitted or top-dose-only effect, or another doubt; inactive = no such curve, though single readings can be large; an effect the other way counts as inactive or inconclusive. Not all compounds are listed (hit frequency here may not be typical).

Sample of the layout:
SMILES	Pol iota inh	APEX1 inh	Pol beta inh	Pol kappa inh	BLM inh	TRHR ag	ERG Ets-DNA blk	Anesthetic bind	12-LOX inh
Cn1c(SCCC#N)nnc1-c1ccc(F)cc1	.	-2%	5%	.	1%	0.5	.	-4%	.
CC(=O)Nc1ccc(Nc2nc(C)nc3c2oc2ccccc23)cc1	2%	-12%	?	-14%	-3%	-1.4	-5%	76%[activator]	0%
O=C(O)CCC(=O)NNc1ccccc1[N+](=O)[O-]	5%	12%	47%	-6%	5%	0.3	0%	-8%	-4%
COC(=O)c1cc(-c2c(C)nn(-c3ccccc3)c2C)n[nH]1	9%	-2%	?	1%	-5%	-0.2	-2%	-7%	52%[activator]
COc1ccc2c(c1)[C@H]1[C@H](CO2)[C@H](c2ccccc2)[C@]2(C)C(=O)Nc3cc(C)ccc3C(=O)N12	-13%	4%	.	-3%	.	.	-2%	.	-16%
O=C(NCCCN1CCOCC1)c1ccc2c(c1)N(Cc1ccc(Cl)cc1)C(=O)c1ccccc1S2=O (centres undefined)	24%	45%	-2%	22%	-1%	1.0	2%	-6%	?

Results (from the top)
SMILES	Pol iota inh	APEX1 inh	Pol beta inh	Pol kappa inh	BLM inh	TRHR ag	ERG Ets-DNA blk	Anesthetic bind	12-LOX inh
Cn1c(SCCC#N)nnc1-c1ccc(F)cc1	.	-2%	5%	.	1%	0.5	.	-4%	.
CC(=O)Nc1ccc(Nc2nc(C)nc3c2oc2ccccc23)cc1	2%	-12%	?	-14%	-3%	-1.4	-5%	76%[activator]	0%
O=C(O)CCC(=O)NNc1ccccc1[N+](=O)[O-]	5%	12%	47%	-6%	5%	0.3	0%	-8%	-4%
COC(=O)c1cc(-c2c(C)nn(-c3ccccc3)c2C)n[nH]1	9%	-2%	?	1%	-5%	-0.2	-2%	-7%	52%[activator]
COc1ccc2c(c1)[C@H]1[C@H](CO2)[C@H](c2ccccc2)[C@]2(C)C(=O)Nc3cc(C)ccc3C(=O)N12	-13%	4%	.	-3%	.	.	-2%	.	-16%
O=C(NCCCN1CCOCC1)c1ccc2c(c1)N(Cc1ccc(Cl)cc1)C(=O)c1ccccc1S2=O (centres undefined)	24%	45%	-2%	22%	-1%	1.0	2%	-6%	?
CN(Cc1nnc(-c2ccc(F)cc2)o1)c1ccccc1	25%	25%	-7%	6%	-1%	-0.2	13%	-10%	-29%
COc1ccc(CN2CC(C(=O)NCCC3=CCCCC3)CC2=O)cc1 (centres undefined)	-7%	-1%	1%	-2%	1%	-1.1	.	-14%	13%
Cc1ccc(NC(=O)c2ccco2)c(NC(=O)c2cccs2)c1	3%	-4%	-8%	-4%	-2%	0.4	.	4%	5%&-10%
COC12NC(=O)N(C)C1(OC)C(=O)N(C)C(=O)N2C (centres undefined)	33%[activator]	1%	-2%	-11%	-1%	0.0	.	0%	2%
Cc1c(-c2ccc(F)cc2)nc(N)c(C#N)c1-c1cccs1	21%	-4%	12%	-11%	-7%	0.2	11%	2%	-23%
CCCCOC(=O)c1cc(=O)[nH]c(=O)[nH]1	15%	4%	18%	-4%	-6%	0.1	-4%	-4%	-4%
CS(=O)(=O)N1CCC2(CC1)CN(c1ccccc1)C2	.	-2%	.	-11%[60.1 µM]	7%	.	.	.	-7%[57.4 µM]
Cc1ccccc1Nc1nc(N)nc(COC(=O)[C@@H](NC(=O)c2c(F)cccc2F)C(C)C)n1	34%[activator]	-5%	.	-14%	.	0.2	3%	.	-4%
Cn1cccc1C(=O)N1CCC2(CCCN(c3cccc(-c4ccccc4)c3)C2)CC1	.	1%	.	0%[60.1 µM]	-5%	.	.	.	4%[57.4 µM]
CCN(CC)C(=O)N1c2ccccc2C=Cc2ccccc21	12%	-1%	-17%	-1%	-3%	1.8	7%	?	-30%
CCc1cccc(-n2nnc(-c3nc(-c4ccc5c(c4)OCO5)no3)c2C)c1	12%	.	1%	6%	-3%	0.3	5%	41%[activator]	-18%
COc1ccc(NC(=O)CCNS(=O)(=O)c2ccc3c(c2)CCC(=O)N3)cc1	-8%	2%	-13%	5%	-1%	1.2	4%	-7%	1%
O=C(Nc1cccc(S(=O)(=O)N2CCCCCC2)c1)c1cc(=O)c2ccccc2o1	70%[activator]	?	11%	-6%	-8%	-0.1	3%	-14%	4%&1%
Cc1c(NC(NC(=O)CC(C)C)C(Cl)(Cl)Cl)c(=O)n(-c2ccccc2)n1C (centres undefined)	10%	13%	22%	1%	-4%	0.8	0%	-7%	?
Cc1csc(SCC(=O)Nc2nc3ccccc3s2)n1	6%	11%	3%	-15%	0%	-0.7	-3%	-11%	?
Cc1cccc(C(=O)OCC(=O)NCc2ccc3c(c2)OCO3)c1C	-6%	-12%	.	-1%	.	.	-6%	.	4%
CC(C)CN1CCNC(=O)C1CC(=O)NCCc1ccc(C(F)(F)F)cc1 (centres undefined)	46%[activator]	6%	-21%	-3%	-8%	0.6	9%	?	3%
O=C(Nc1nc2c(F)cccc2s1)c1ccc(S(=O)(=O)N2CCOCC2)cc1	13%	.	14%	-6%[60.1 µM]	-3%	0.6	4%	5%	2%
O=C(Cc1c(O)c2ccccc2[nH]c1=O)N(Cc1ccccc1)Cc1ccccc1	-12%	-5%	-5%	-11%	0%	-0.4	-2%	-4%	-3%
Going on with the list.
SMILES	Pol iota inh	APEX1 inh	Pol beta inh	Pol kappa inh	BLM inh	TRHR ag	ERG Ets-DNA blk	Anesthetic bind	12-LOX inh
CNc1nc2c(C)cccn2c(=O)c1C=Nc1ccc(OC)cc1	12%	13%	3%	0%	-12%	0.7	-3%	-3%	-8%
COc1ccc(-n2cc(-c3ccccc3)c3c(Nc4ccc(OC)c(OC)c4)ncnc32)cc1	?	.	9%	-6%[60.1 µM]	-2%	0.8	1%	?	6%
CCOC(=O)Cc1csc(SCC(=O)N2CCN(c3ccccc3)CC2)n1	55%[activator]	9%	.	-2%	.	.	4%	.	-11%
COc1ccc(CCNC(=O)CSc2nnc(CNC(=O)c3ccccc3F)o2)cc1OC	?	2%	0%	-4%	1%	0.0	7%	-3%	-10%
CC(C)c1ccc(/C=C(\NC(=O)c2ccccc2)C(=O)NCCCN2CCOCC2)cc1	73%[activator]	4%	-2%	-2%	-2%	1.1	1%	-9%	?
COc1ccc(Nc2cc(C(=O)NCc3ccccc3)c3ccccc3n2)c(OC)c1	18%	.	14%	-2%	-11%	-0.6	1%	51%[activator]	-19%
COCCN1C(=O)C(=O)/C(=C(/O)c2ccc(S(=O)(=O)N3CCCCC3)cc2)C1c1ccc(OC)cc1 (centres undefined)	-4%	6%	15%	-9%	-1%	-0.3	-11%	12%	-11%
CC(=O)Nc1cccc(NC(=O)CSc2nnc3ccc(-c4ccccn4)nn23)c1	6%	-10%	.	2%	.	0.3	-3%	.	1%
CCCn1c(N2CCN(CC(=O)c3c[nH]c4ccccc34)CC2)nc2c1c(=O)[nH]c(=O)n2C	-5%	19%	4%	-18%	-3%	0.3	2%	-14%	?
CCOC(=O)C1=C(C)C(c2ccccc2)NC(=S)N1 (centres undefined)	64%[activator]	-1%	3%	-1%	-1%	-0.2	-4%	-12%	-15%
Cc1cc(C)c(C)c(Cn2c(CO)nc3ccccc32)c1C	20%	6%	15%	-11%	0%	0.5	-1%	-16%	-5%
O=C(O)CCC(=O)NNC(=O)CCC(=O)Nc1ccccc1	55%[activator]	7%	6%	-18%	2%	-0.2	-5%	-5%	5%
C/C(=N\NC(=O)c1ccccc1O)C1CC1	8%	23%	18%	-3%	1%	0.9	10%	1%	-25%
CCOc1ccc(OCC)c(NC(=O)C2CCN(S(=O)(=O)c3c(C)noc3/C=C/c3ccccc3F)CC2)c1	4%	.	0%	-1%[60.1 µM]	-4%	-0.3	-6%	?	-4%
CCCN(CC(=O)Nc1ccccc1OC)C(=O)CNC(=O)c1ccc(C)s1	16%	.	.	-3%	.	.	0%	.	16%
COC(=O)c1ccc(-c2noc(CN(C)CCC3CCCCO3)n2)cc1 (centres undefined)	21%	-5%	?	-10%	-9%	0.8	0%	?	-30%
CC(C)N(Cc1cc2ccccc2[nH]c1=O)C(=O)C(C)(C)C	5%	-2%	0%	2%	-4%	0.2	-4%	?	-26%
Cc1c(C(=O)N2CCN(Cc3ccccc3)CC2)oc2c1C(=O)CC(C)(C)C2	14%	78%	32%	3%	0%	-0.2	-2%	-3%	?
COc1ccc(CCc2nc(-c3ccc(-n4cccc4)cc3)no2)cc1	7%	-1%	8%	-17%	0%	0.9	-8%	-5%	186%[activator]
Cc1cccc(-n2c(C)cc(C(=O)C(=O)Nc3ccccc3F)c2C)c1C	-14%	.	-2%	-2%	1%	-0.7	0%	8%	-16%
O=C(O)c1cccc(S(=O)(=O)Nc2ccc(-c3ccccc3)cc2)c1	40%[activator]	-16%	.	-7%	.	.	5%	.	?
Cc1ccc(NNC(=O)c2snnc2C)cc1Cl	-22%	0%	-2%	-6%	-1%	0.0	1%	-3%	?
O=C(CC(=O)Nc1ccccc1F)Nc1ccc2nc3n(c(=O)c2c1)CCCCC3	40%[activator]	.	4%	-1%	0%	1.1	0%	-4%	-20%
CCN(CC(=O)Nc1ccc2c(c1)OCCO2)C(=O)CC1CCCC1	11%	1%	40%	-9%	1%	-0.2	10%	-8%	0%

Single entries from the results shown.
Under Pol kappa inh, Cc1c(C(=O)N2CCN(Cc3ccccc3)CC2)oc2c1C(=O)CC(C)(C)C2 has 3%
Under Pol kappa inh, CCOC(=O)Cc1csc(SCC(=O)N2CCN(c3ccccc3)CC2)n1 has -2%
